CCHFV vOTU inh – CCHFV vOTU protease inhibitors, primary screen, biochemical, Pep-AMC substrate, fluorescence. inhibition, % at 11.5 µM. hit rate 0.55% among 370,000. AID 651958, 2012; in the data active = inhibition above about 30%; note: 0% = vehicle wells with enzyme and 100% = no enzyme wells
PrPC surface inh – inhibitors of human cell surface prion protein PrPC, primary screen, cell-based, TR-FRET; Major prion protein (Homo sapiens), P04156; TR-FRET read-out; inhibition, % at 13.8 µM; hit rate 0.43% among 370,000; AID 720596, 2013; in the data active = inhibition above about 24%; note: 0% = median of the test wells and 100% = reference compound wells
Active calls of the source: *; & = joins results of further samples. These rows are one share of the data. The share of hits here may be higher or lower than overall.

SMILES	CCHFV vOTU inh	PrPC surface inh
C=CCC12C[C@@]3(O[C@H](c4ccc(C(F)(F)F)cc4)N=C3C[C@H](c3ccc(OC)cc3)[C@H]1C)N(Cc1ccc3c(c1)OCO3)C2=O	17	2
C[C@H]1C2CC(OC(=O)NCCCc3ccccc3)C(C2)[C@H]2CCCCN21 (some centres not stated)	-6	-5
Cc1ccc(S(=O)(=O)N2C(c3cccc(Cl)c3)CC=C(C(=O)O)C2c2cccc(Cl)c2)cc1 (configuration not stated)	-2	-1
C[C@@H]1COc2cccc(NC3CC3)c2S(=O)(=O)N1	-26	5
COC(=O)[C@]12C[C@H](CC(=O)NCC34CC5CC(CC(C5)C3)C4)C(=O)N(CCC3=CCCCC3)C1=C[C@H](C(C)C)O[C@@H]2C1CC1	14	8
CCCN1CCS(=O)(=O)N(Cc2cn(Cc3ccc(C)cc3)nn2)C(C(=O)OC)C1 (configuration not stated)	9	9
COCCCNC(=O)c1ccc(Cn2c(=O)c3ccccc3n(Cc3ccc(C(C)C)cc3)c2=O)cc1	9	-9
COC(=O)C1C(c2ccc(I)cc2)CC2CCC1N2C (configuration not stated)	6	3
COc1ccc(N2CCCN(CC(=O)Nc3ccc(Cl)c(Cl)c3)CC2)cc1	0	4
Cc1sc2nc(SCC(=O)c3ccc(O)c(O)c3)n(Cc3ccco3)c(=O)c2c1C	11	-6
CCCCNC(=O)C1CCCN1C(=O)Nc1cc(C)cc(C)c1 (configuration not stated)	0	-5
COC(=O)[C@@]12CCCCC3=C1N(CCC3)C(=O)[C@H]2CC(=O)N1CCN(C(=O)C2CC2)CC1	1	6
O=C(C[C@H]1CC[C@@H](NC(=O)c2ccncc2)[C@@H](CO)O1)NCC1CC1	-9	-4
Cc1cccc(Cl)c1-n1nnnc1C1(C)CSCC(=O)N1Cc1ccc(F)cc1 (configuration not stated)	-3	1
CC(=O)c1cc(-c2ccccc2)n(CC(=O)NCc2ccc(Cl)cc2)c1C	-1	7
CCCCOCCCNC(=O)C[C@@H]1C(=O)N2CCCC3=C2[C@@]1(C(=O)OCC)CCC3	-6	0
COC(=O)[C@]12C[C@H](CC(=O)N3CCC(c4ccccc4)CC3)C(=O)N(Cc3cccc4ccccc34)C1=C[C@H](C(C)C)O[C@@H]2C1CC1	16	0
Cc1ccc(-n2c(SCC(=O)Nc3cccc4ccccc34)nnc2-c2ccco2)cc1	7	3
COc1ccc(S[C@]2(C(=O)N(C)C)CC(=O)N(c3ccsc3)[C@@H]2c2ccc(OC)cc2)cc1	-2	2
CC(C)(C)C(=O)c1c(N)[nH]c(C(=O)c2ccccc2)c1-c1ccc([N+](=O)[O-])cc1	10	-1
Cc1cc2c(cc1C)-n1nnnc1C(N(C)Cc1ccccc1)C(=O)N2 (configuration not stated)	17	8
Nc1nc2c(C(=O)N3CCCC3)nnn2c2ccccc12	-79	1
COc1cccc2[nH]c(-c3ccccn3)nc12	-11	5
CCOC(=O)N1CCN(C(C(=O)NC2CCCC2)c2cccc(OC)c2OC)CC1 (configuration not stated)	-4	4
O=C([C@@H]1C[C@H]1c1ccccc1)N1CC[C@H]2[C@H](CCCN2Cc2ccccc2)C1	-2	-8

Next part; it opens with the 2 that closed the last part.
SMILES	CCHFV vOTU inh	PrPC surface inh
CCOC(=O)N1CCN(C(C(=O)NC2CCCC2)c2cccc(OC)c2OC)CC1 (configuration not stated)	-4	4
O=C([C@@H]1C[C@H]1c1ccccc1)N1CC[C@H]2[C@H](CCCN2Cc2ccccc2)C1	-2	-8
O=C(N[C@H](Cc1ccccc1)C(=O)N1CCN(C(=O)N2CCCCC2)CC1)[C@H]1O[C@@H](n2ccc(=O)[nH]c2=O)[C@H](O)[C@@H]1O	-7	-2
C#CCNC(=O)C[C@H]1C(=O)N(CCc2ccc(Cl)cc2)C2=CCCC[C@@]21C(=O)OCC	9	-7
COCCCNC(=O)C[C@H]1C[C@@]2(C(=O)OC)C(=C[C@H](C3CCCC3)O[C@@H]2C)N(Cc2cccc3ccccc23)C1=O	10	3
COP(=O)(OC)OC=C(Cl)Cl	-20	-6
COC(=O)C1CN(Cc2cn(Cc3ccc(Cl)cc3)nn2)CCS(=O)(=O)N1Cc1ccc(C)cc1 (configuration not stated)	2	9
CCOC(=O)[C@]12CCCC3=C1N(CCC3)C(=O)[C@@H](CC(=O)NCc1ccccc1)C2	-9	0
CCc1ccc(CCNC(=O)OCCCN2CCC3(CCC(C)CC3)C2=O)cc1 (configuration not stated)	16	2
COC(=O)[C@]12C[C@H](CC(=O)NCCCN3CCCC3=O)C(=O)N(Cc3ccccc3)C1=C[C@H](C1CCCC1)O[C@@H]2C	-6	7
O=C(N[C@H]1CC[C@H](CCNS(=O)(=O)c2ccc(Cl)cc2)O[C@@H]1CO)c1cccc(F)c1	14	-3
CCc1ccccc1-c1cc(C(C)=O)c2n(c1=O)CCC2	1	-7
COC(=O)C1CN(Cc2cn(CCC3OCCO3)nn2)CCS(=O)(=O)N1Cc1ccc(Cl)cc1 (configuration not stated)	-7	-7
C[C@H]1CCCN1c1cccc2c1S(=O)(=O)N(C1CC1)CCCO2	-6	-2
COC[C@@H]1CCCN1c1cccc2c1S(=O)(=O)N(C1CC1)CCCO2	-1	-10
COc1ccc(C(C(=O)N(C)C2CCCC2)N(Cc2ccc(F)cc2)C(=O)c2sccc2Cl)cc1OC (configuration not stated)	1	2
CCOc1ccc(-n2c(SCC(=O)Nc3ccc4cn[nH]c4c3)nnc2-c2ccncc2)cc1	4	9
COC(=O)[C@]12C[C@H](CC(=O)NCc3ccc(OC)c(OC)c3)C(=O)N(CCC3=CCCCC3)C1=C[C@H](C(C)C)O[C@@H]2C1CC1	18	3
C=CCCC(=O)N(Cc1ccccc1)c1ccccc1C(=O)Nc1cc(OC)ccc1OC	10	0
Cc1ccc(-c2cc(NC(=O)Cc3c[nH]c4ccccc34)ccc2N(C)c2cccnc2)cc1	2	15
CCOC(=O)[C@]12CCCCC/C=C\1N(Cc1ccc(OC)cc1)C(=O)[C@H]2CC(=O)NCCCCc1ccccc1	14	10
COc1cccc(N2CCN(C(=O)CSc3nc4ncccc4[nH]3)CC2)c1	-3	-1
CCCCOCCCNC(=O)C[C@@H]1C[C@@]2(C(=O)OC)CC(C)(C)CC=C2N(Cc2ccco2)C1=O	19	8
O=C(NC1=N[C@@]2(C=C3CCCCC3n3c(=O)n(-c4ccccc4)c(=O)n32)[C@H](Cc2ccccc2)N1Cc1ccccc1)c1ccccc1 (some centres not stated)	10	3
O=C(Cc1c[nH]c2ccccc12)Nc1ccc(Nc2cccnc2)c(-c2ccc(-c3ccccc3)cc2F)c1	30*	-6
C[C@H]1CCC[C@H](O)CC(=O)c2c(O)cc(O)cc2CC(=O)O1	6	5
COC(=O)[C@H](CC(C)C)N(CCc1cn(Cc2ccccc2)nn1)S(=O)(=O)c1ccc(F)cc1Br	10	5

Next part.
SMILES	CCHFV vOTU inh	PrPC surface inh
COC(=O)[C@]1(Cc2ccccc2)NC=C(C(=O)c2ccccc2)[C@@H]1c1cccc(OC)c1	0	0
CC1(C(=O)Nc2ccc3c(c2)OCCO3)CN(S(C)(=O)=O)CC(=O)N1Cc1cccc(F)c1 (configuration not stated)	5	-2
COC(=O)C1CN(Cc2ccccc2)CCS(=O)(=O)N1Cc1cn(Cc2cccc(Cl)c2)nn1 (configuration not stated)	5	-5
CCOC(=O)CC[C@@]1(C(=O)OCC)C[C@@H](CC(=O)NCc2ccc(OC)c(OC)c2)C(=O)N2CCCC=C21	-6	-7
COC(=O)C1(C(=O)OC)C[C@H](c2ccc(OC)cc2)N(Cc2ccccc2OC)[C@@H]1c1cccs1	1&-4	5&9
C[C@H]1COc2cc(Br)ccc2S(=O)(=O)N1Cc1cn(Cc2ccc(C(F)(F)F)cc2)nn1	10	-5
Cc1cccc(C(C)c2cnc[nH]2)c1C (configuration not stated)	-2	-8
O=C1[C@H](c2ccccc2)[C@@H](c2ccncc2)N1c1ccncc1	-1	10
CCOC(=O)[C@]12CCCC=C1N(Cc1ccccc1)C(=O)[C@H](CC(=O)NCc1cccc(C(F)(F)F)c1)C2	19	4
FC(F)(F)c1ccccc1NC(=S)OC1CCC12CCC(c1ccccc1)CC2 (configuration not stated)	4	9
CCCCCCCCN1C(=O)[C@H](CC(=O)NCCCN2CCCC2=O)C[C@@]2(C(=O)OC)CC(C)(C)CC=C12	24	6
CCOc1cc(CCNC(=O)c2cc3ccsc3n2C)ccc1OC	-1	19
CC(C)NC(=O)N[C@H]1C[C@@H]2O[C@@H](CO)CC[C@@H]2O[C@@H]1CCc1ccc(-c2ccc(F)cc2)cc1	5	-3
CC(=O)CC[C@H]1CC[C@]2(CCCN(C(=O)C(C)(C)C)C2)O1	-2	2
COC(=O)[C@]12C[C@H](CC(=O)NCc3ccc(C)o3)C(=O)N(Cc3cccc4ccccc34)C1=C[C@H](C(C)C)O[C@@H]2C1CC1	21	10
COc1ccc(F)cc1-c1cc(C(C)=O)c2n(c1=O)CCC2	-4	-3
Cn1cccc1C(=O)N1CCN(S(=O)(=O)c2cccc3ccccc23)CC1	-6	6
COc1cc2c(c3c1c(=O)c1cccc(F)c1n3C)C=CC(C)(C)O2	2	6
Cc1noc(C)c1C(=O)N1CCC(n2nnc3ncccc32)CC1	-6	1
C=CCN(C(=O)[C@@H](C)[C@@H](O)c1ccc2ccccc2c1)c1ccccc1	8	-3
COC(=O)[C@]12C[C@H](CC(=O)NCc3ccc(OC)c(OC)c3)C(=O)N(Cc3ccc4c(c3)OCO4)C1=C[C@H](C(C)(C)C)O[C@@H]2C	18	-6
COCCNC(=O)C[C@H]1CC[C@H]2[C@@H](COc3ccc(NS(=O)(=O)c4ccc(Cl)cc4)cc3C(=O)N2C)O1	7	6
CC(=O)Nc1cccc(-c2nc3ccccc3n2C(C(=O)NC(C)(C)C)C2CC2)c1 (configuration not stated)	-3	-4
COC(=O)[C@]12C[C@H](CC(=O)N3CCCC3)C(=O)N(CCc3ccc(OC)c(OC)c3)C1=C[C@H](COCc1ccccc1)O[C@@H]2C	-4	1
COC(=O)C1=C(C)N(Cc2cccc(C(F)(F)F)c2)C(=NCc2ccc3c(c2)OCO3)NC1CCc1ccccc1 (configuration not stated)	1	-6

Record cards, from the list above. Screens in order: CCHFV vOTU inh	PrPC surface inh
COC(=O)C1=C(C)N(Cc2cccc(C(F)(F)F)c2)C(=NCc2ccc3c(c2)OCO3)NC1CCc1ccccc1 (configuration not stated) in the list: 1	-6
O=C1[C@H](c2ccccc2)[C@@H](c2ccncc2)N1c1ccncc1 in the list: -1	10
CC(=O)Nc1cccc(-c2nc3ccccc3n2C(C(=O)NC(C)(C)C)C2CC2)c1 (configuration not stated) in the list: -3	-4

Other entries follow:
SMILES	CCHFV vOTU inh	PrPC surface inh
COc1ccc(-c2cc(NC(=O)Cc3c(C)[nH]c4ccccc34)ccc2Nc2cccnc2)cc1OC	-2	-3
Cc1cnc(-c2nc3ccccc3n2C(C(=O)NC(C)(C)C)c2ccncc2)cn1 (configuration not stated)	-2	-5
COc1ccc(-c2c(Cc3ccccc3)nc(NC(=O)c3ccccc3)n2Cc2ccc(OC)cc2OC)cc1	-5	-2
CCc1c(-c2ccc(Br)cc2)ncn1Cc1cccc(-c2ccccc2)c1	-2	5
CCCCCCCCN1C(=O)[C@H](CC(=O)NCc2ccc(OC)c(OC)c2)C[C@@]2(C(=O)OC)CC(C)(C)CC=C12	37*	11
CCOC(=O)Cn1cc(CN2C(C(=O)OC)CN(Cc3ccc(Cl)cc3)CCS2(=O)=O)nn1 (configuration not stated)	2	12
COC(=O)CN(Cc1cn(Cc2ccccc2)nn1)S(=O)(=O)c1ccccc1Br	-8	9
Cc1cc(N2CCN(C(C(=O)NC3CCCC3)C(C)(C)C)CC2)c2ccccc2n1 (configuration not stated)	16	-13
CCCC[C@H]1C2CC(OC(=O)NCCCc3ccccc3)C(C2)[C@H]2CCCCN21 (some centres not stated)	0	4
C[C@H]1CN([C@@H](C)CO)C(=O)CCCn2cc(nn2)CO[C@@H]1CN(C)S(=O)(=O)c1ccc(F)cc1	1	-4
CCN(CC)C(=O)CC[C@H]1CC[C@]2(CCCN(Cc3cccs3)C2)O1	-2	-3
CCCCc1c(-c2ccccc2OC)ncn1C(C)c1ccccc1 (configuration not stated)	10	8
Clc1ccc(-n2c(SC/C=C/c3ccccc3)nnc2-c2ccco2)cc1	7	5
C[C@H]1CN([C@@H](C)CO)C(=O)CCCn2cc(nn2)CO[C@@H]1CN(C)C(=O)c1ccc2ccn(C)c2c1	4	-11
COC(=O)[C@@]12C[C@@H](CC(=O)N3CCC(c4ccccc4)CC3)C(=O)N(CCc3ccc(OC)c(OC)c3)C1=CCC(C)(C)C2	-1	7
CCOC(=O)N1CCN(C(=O)C[C@@H]2C[C@@]3(C(=O)OC)CC(C)(C)CC=C3N(Cc3cccc4ccccc34)C2=O)CC1	9	9
Cc1cccc(C)c1NC(=O)C(c1ccnc2ccccc12)N1CCN(CCN(C)C)CC1 (configuration not stated)	1	-3
Cc1cc(C)cc(OC(C)CCN2CCC(C(O)(c3ccccc3)c3ccccc3)CC2)c1 (configuration not stated)	16	-2
O=C1NCCOc2ccccc21	10	7
C/C(C=NNC(=O)c1cc(-c2ccc(C)c(C)c2)n[nH]1)=C/c1ccco1	8	-4
O=C(CCc1ccccc1)N[C@H]1[C@@H](OC(=O)c2cnccn2)CCC[C@@]12C(=O)N(Cc1ccccc1)c1ccccc12	-2	2
CC(=O)N1C[C@H]2CON(C)[C@H]2C[C@H]1c1ccccc1-c1ccccc1	1	8

Six of the compounds above, bar-delimited.
canonical_smiles | CCHFV vOTU inh | PrPC surface inh
CCc1c(-c2ccc(Br)cc2)ncn1Cc1cccc(-c2ccccc2)c1 | -2 | 5
CCCCCCCCN1C(=O)[C@H](CC(=O)NCc2ccc(OC)c(OC)c2)C[C@@]2(C(=O)OC)CC(C)(C)CC=C12 | 37* | 11
CCOC(=O)Cn1cc(CN2C(C(=O)OC)CN(Cc3ccc(Cl)cc3)CCS2(=O)=O)nn1 (configuration not stated) | 2 | 12
COC(=O)CN(Cc1cn(Cc2ccccc2)nn1)S(=O)(=O)c1ccccc1Br | -8 | 9
Cc1cc(N2CCN(C(C(=O)NC3CCCC3)C(C)(C)C)CC2)c2ccccc2n1 (configuration not stated) | 16 | -13
CCCC[C@H]1C2CC(OC(=O)NCCCc3ccccc3)C(C2)[C@H]2CCCCN21 (some centres not stated) | 0 | 4
